LYPLA2 inh – LYPLA2 inhibitors, primary screen, counter-screen for PME1 inhibitor project, biochemical, fluorescence polarization, FP-Rh probe ABPP. Acyl-protein thioesterase 2 (Homo sapiens), O95372. recombinant LYPLA2. inhibition, % at 5.9 µM. hit rate 0.38% among 320,000;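 active = inhibition above the screen-wide mean plus 3 SD, limit set per campaign, cut at about 26% in these data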;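 note: 0% = LYPLA2 with DMSO and 100% = wells lacking LYPLA2 enzyme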
PAFAH1B3 FP inh – PAFAH1B3 enzyme inhibitors, primary screen, biochemical, fluorescence polarization, human; Platelet-activating factor acetylhydrolase IB subunit alpha1 (Homo sapiens), Q15102; recombinant PAFAH1B3, FP-rhodamine probe; inhibition, % at 3.39 µM; hit rate 0.28% among 340,000;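 active = inhibition above the screen-wide average of all tested compounds plus 3 SD, cut at about 25% in these data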;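 note: 0% = enzyme with DMSO only and 100% = wells lacking PAFAH1B3 protein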
PREPL inh – PREPL enzyme inhibitors, primary screen, biochemical, fluorescence polarization. Prolyl endopeptidase-like (Homo sapiens), Q4J6C6. recombinant PREPL, fluorescence polarization activity-based probe. inhibition, % at 5.96 µM. hit rate 0.68% among 320,000. AID 2751, 2010; in the data active = inhibition above about 43%;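 note: 0% = enzyme with DMSO and 100% = wells lacking enzyme; many of its hits are not listed in these tables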
Target sequence (Q4J6C6 whole entry, looked up): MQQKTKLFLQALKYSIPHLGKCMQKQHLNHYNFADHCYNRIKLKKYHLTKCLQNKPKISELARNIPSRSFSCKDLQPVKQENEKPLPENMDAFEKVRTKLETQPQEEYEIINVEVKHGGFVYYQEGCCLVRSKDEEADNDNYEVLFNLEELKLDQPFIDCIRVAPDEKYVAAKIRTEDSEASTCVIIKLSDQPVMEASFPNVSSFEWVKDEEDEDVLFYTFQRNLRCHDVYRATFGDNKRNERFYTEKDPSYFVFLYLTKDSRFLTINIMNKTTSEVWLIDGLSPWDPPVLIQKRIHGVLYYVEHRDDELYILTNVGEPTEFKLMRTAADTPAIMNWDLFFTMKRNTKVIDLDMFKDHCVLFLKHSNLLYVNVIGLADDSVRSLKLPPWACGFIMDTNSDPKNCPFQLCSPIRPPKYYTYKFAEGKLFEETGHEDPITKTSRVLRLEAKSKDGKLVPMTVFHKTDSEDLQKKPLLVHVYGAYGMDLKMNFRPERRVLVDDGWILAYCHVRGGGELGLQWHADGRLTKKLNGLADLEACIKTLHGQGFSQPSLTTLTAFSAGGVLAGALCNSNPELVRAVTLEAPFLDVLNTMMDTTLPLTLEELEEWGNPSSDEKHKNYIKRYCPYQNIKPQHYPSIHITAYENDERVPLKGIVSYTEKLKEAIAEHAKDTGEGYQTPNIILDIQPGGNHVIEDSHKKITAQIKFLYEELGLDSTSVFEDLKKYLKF
PAFAH1B2 inh – PAFAH1B2 enzyme inhibitors, primary screen, biochemical, fluorescence polarization, human | Platelet-activating factor acetylhydrolase IB subunit alpha2 (Homo sapiens), P68402 | recombinant PAFAH1B2, FP-rhodamine activity probe | inhibition, % at 3.39 µM | hit rate 1.2% among 340,000 | AID 492953, 2010;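 active = inhibition above the mean of all tested compounds plus 3 SD, cut at about 24% in these data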;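 note: 0% = enzyme with DMSO and 100% = wells lacking PAFAH1B2; many of its hits are not listed in these tables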
Target sequence (P68402 whole entry, looked up): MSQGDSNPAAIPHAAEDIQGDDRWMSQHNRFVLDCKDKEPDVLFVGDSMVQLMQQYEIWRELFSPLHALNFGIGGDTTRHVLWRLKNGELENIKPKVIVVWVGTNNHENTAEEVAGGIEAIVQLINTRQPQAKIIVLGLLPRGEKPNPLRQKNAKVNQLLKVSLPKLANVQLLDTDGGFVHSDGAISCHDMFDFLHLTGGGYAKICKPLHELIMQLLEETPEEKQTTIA
GSTO1 inh – inhibitors of recombinant GSTO1, primary screen, counter-screen for RBBP9 inhibitor project, biochemical, fluorescence polarization. hit rate 1.1% among 300,000. Glutathione S-transferase omega-1 (Homo sapiens), P78417. AID 1974, 2009. activity-based probe fluorescence polarization. inhibition, % at 5.96 µM;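 active = inhibition above the campaign mean inhibition plus 3 SD, cut at about 35% in these data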;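 note: 0% = GSTO1-1 with DMSO and 100% = wells lacking GSTO1-1 enzyme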
PAD4 FP inh – human PAD4 inhibitors, primary screen, biochemical, fluorescence polarization, 1536-well format | Protein-arginine deiminase type-4 (Homo sapiens), Q9UM07 | recombinant PAD4, RCA probe fluorescence polarization | inhibition, % at 6.36 µM | hit rate 0.41% among 330,000 | AID 485272, 2010;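 active = percent inhibition above a cutoff equal to the mean of all tested compounds plus 3 SD, cut at about 15% in these data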;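 note: 0% = PAD4 with RCA probe and DMSO and 100% = probe without PAD4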
LYPLA1 counter – LYPLA1 inhibitors, primary screen, counter-screen for PME1 inhibitor project, biochemical, fluorescence polarization, FP-Rh probe ABPP; recombinant LYPLA1; Acyl-protein thioesterase 1 (Homo sapiens), O75608; hit rate 0.16% among 320,000; AID 2174, 2009; inhibition, % at 5.9 µM;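 active = inhibition above the mean of all tested compounds plus 3 SD, set per campaign, cut at about 14% in these data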;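 note: inhibitors block serine hydrolase probe labeling of LYPLA1 so polarization falls; 0% = enzyme with DMSO and 100% = wells lacking LYPLA1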
PAFAH2 inh – PAFAH2 enzyme inhibitors, primary screen, biochemical, fluorescence polarization, human; hit rate 0.99% among 340,000; AID 492956, 2010; recombinant PAFAH2, FP-rhodamine activity probe; inhibition, % at 3.39 µM; Platelet-activating factor acetylhydrolase 2, cytoplasmic (Homo sapiens), Q99487;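 active = inhibition above the mean over all tested compounds plus 3 SD, cut at about 30% in these data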;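 note: inhibitors block probe labeling of enzyme so polarization drops; 0% = enzyme with DMSO and 100% = wells lacking PAFAH2 protein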
pPAFAH inh – pPAFAH enzyme inhibitors, primary screen, biochemical, fluorescence polarization, human. hit rate 1.5% among 330,000. Platelet-activating factor acetylhydrolase (Homo sapiens), Q13093. AID 463082, 2010. recombinant pPAFAH, FP-rhodamine probe fluorescence polarization. inhibition, % at 3.39 µM;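 active = inhibition above the mean inhibition across the screen plus 3 SD, cut at about 25% in these data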;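 note: inhibitors block binding of the rhodamine activity-based probe so polarization drops; 0% = enzyme with DMSO and 100% = wells lacking pPAFAH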
The depositor's hits bear a star; · = not tested or not shown. This is a subset, so the mix of outcomes need not match the whole.

Structure	LYPLA2 inh	PAFAH1B3 FP inh	PREPL inh	PAFAH1B2 inh	GSTO1 inh	PAD4 FP inh	LYPLA1 counter	PAFAH2 inh	pPAFAH inh
C=C(COC(=O)CCC(=O)O)CC1CC(O)[C@]2(C)OC3CC4OC5C[C@]6(C)O[C@]7(C)CCC8OC9C[C@]%10(C)OC%11C(C)=CC(=O)OC%11CC%10OC9C[C@@H](C)C8OC7CC6O[C@]5(C)C/C=C\C4OC3CC2O1 (some centres undefined)	·	-2	2	0	·	4	·	3	7
CCOC(=O)c1c(NC(=O)C(c2ccccc2)c2ccccc2)sc2c1C1CCN2CC1	8	1	15	-2	-3	2	-1	-2	3
C=CCSc1nc2c(c(-c3ccsc3)c1C#N)CN(C)CC2	3	13	15	6	2	3	1	15	16
CN1CC[C@]23c4c5ccc(O)c4OC2[C@H](O)C=CC3[C@H]1C5 (some centres undefined)	·	8	9	-2	·	2	·	-6	1
COC(=O)C1=C(c2ccc(S(C)(=O)=O)cc2)C[C@@H]2CC[C@H]1N2C(=O)NCCNC(C)=O	1	-8	9	-1	5	-1	2	-2	2
CCCNC1=C(C)C(=O)C2=C(C1=O)C(COC(N)=O)[C@]1(OC)C3NC3CN21 (some centres undefined)	-6	0	11	2	18	-2	-1	2	8
Cc1ccc(C2C(=O)NC(=O)NC2=O)cc1	3	1	3	0	4	-2	5	-2	4
COc1cc2nc(N3CCN(C(=O)[C@@H]4CCCO4)CC3)nc(N)c2cc1OC	4	1	-3	2	4	1	2	-4	3
O=C(COc1ccccc1)N1CCN(CC2CC=CCC2)CC1 (centres undefined)	1	7	4	7	-6	-9	5	-1	-3
Clc1ccc2c(c1)C(c1ccccc1Cl)=NCc1nnc(Br)n1-2	8	-2	-40	1	-2	-1	2	7	-8
CC(=O)OC1C2CCC1C(N1CCCC1)CC2 (centres undefined)	5	1	8	-2	3	-6	-1	-3	-6
CCN(CC)c1ccc(N=Cc2c(O)n(-c3ccccc3C)c(=O)[nH]c2=O)cc1	-1	9	28	-8	28	11	-2	6	38*
CCC(C)N1C(=O)/C(=C\c2ccc(N3CCCCCC3)cc2)C(=O)NC1=S (centres undefined)	-9	-28	-5	-9	-1	-1	-3	0	4
O=C(Nc1cccc(C(F)(F)F)c1)OC1CN2CCC1CC2 (centres undefined)	5	1	-4	-5	-3	0	0	-3	0
CC1C(c2cccs2)=[N+]([O-])C(C)(C(=O)c2ccc(Cl)cc2)N1O (centres undefined)	0	1	18	2	5	-1	-1	-6	2
COc1ccccc1NC(=O)COC(=O)c1cc(C)n(C2CC2)c1C	·	2	13	2	·	0	·	4	3
Cc1cc(OC(=O)c2ccco2)c2c3c(c(=O)oc2c1)CCC3	-8	3	16	-5	4	0	-5	0	-9
O=c1[nH]c(O)c(C=Nc2ccccc2[N+](=O)[O-])c(=O)[nH]1	-6	·	-3	·	10	-4	3	·	4
CCOc1ccc(CC2C(=O)NC(=O)N(c3ccc(CC)cc3)C2=O)cc1 (centres undefined)	2	8	11	5	15	-1	-2	8	-4
COc1cc(NC(=O)CN2C3CCC2CC(O)(c2cccnc2)C3)cc(OC)c1 (centres undefined)	-4	2	-3	-3	0	2	-3	-6	-1
COc1ccc(-n2c(C)nc3cc(C(=O)N4CCC5(CC4)OCCO5)ccc32)cc1	-9	-5	4	-1	6	-2	0	0	5
O=C(CCN1CCCCC1)NCC(=O)Nc1ccc(Br)cc1C(=O)c1ccccc1	-6	-5	7	-3	2	1	-3	3	2
O=C(Cn1cnc2ccccc2c1=O)NCC(=O)N1CCC2(CC1)OCCO2	4	5	-3	5	-6	1	-1	6	5
Cc1cc(C=C2C(=O)N(C)C(=S)N(C)C2=O)c(C)n1-c1ccncc1	-12	·	-12	·	-24	-5	-4	·	2
CC(Cc1ccccc1)NC(N)=O (centres undefined)	-2	-5	-8	5	2	0	-2	0	2

Single records, from the list above:
Cc1cc(OC(=O)c2ccco2)c2c3c(c(=O)oc2c1)CCC3 is entered as LYPLA2 inh = -8; PAFAH1B3 FP inh = 3; PREPL inh = 16; PAFAH1B2 inh = -5; GSTO1 inh = 4; PAD4 FP inh = 0; LYPLA1 counter = -5; PAFAH2 inh = 0; pPAFAH inh = -9
CC(Cc1ccccc1)NC(N)=O (centres undefined) is entered as LYPLA2 inh = -2; PAFAH1B3 FP inh = -5; PREPL inh = -8; PAFAH1B2 inh = 5; GSTO1 inh = 2; PAD4 FP inh = 0; LYPLA1 counter = -2; PAFAH2 inh = 0; pPAFAH inh = 2
CCOC(=O)c1c(NC(=O)C(c2ccccc2)c2ccccc2)sc2c1C1CCN2CC1 is entered as LYPLA2 inh = 8; PAFAH1B3 FP inh = 1; PREPL inh = 15; PAFAH1B2 inh = -2; GSTO1 inh = -3; PAD4 FP inh = 2; LYPLA1 counter = -1; PAFAH2 inh = -2; pPAFAH inh = 3

The list continues.
mol	LYPLA2 inh	PAFAH1B3 FP inh	PREPL inh	PAFAH1B2 inh	GSTO1 inh	PAD4 FP inh	LYPLA1 counter	PAFAH2 inh	pPAFAH inh
COC(=O)C1=C(c2ccc(F)cc2OCc2ccccc2)C[C@@H]2CC[C@H]1N2C(=O)NC1CCN(Cc2ccccc2)CC1	3	5	27	5	·	4	-1	2	2
CC1=Nc2cc(C(=O)N3CCC4(CC3)OCCO4)ccc2Sc2ccc(Cl)cc21	1	4	-1	1	0	0	1	10	3
CN(C)C(=O)Oc1ccc(-c2cn3cc(Cl)ccc3n2)cc1	-2	-3	-3	-1	0	-5	-2	-5	-2
CCN(CC)c1ccc([N+](=O)[O-])c2cccnc12	0	1	-5	1	8	0	3	4	2
CN(C)c1cc(N)c2c(n1)CCC2 (tested in a mixture with another compound)	6	6	23	10	3	4	-2	3	-2
NC(=S)/N=C/c1c(O)[nH]c(=O)[nH]c1=O	-3	1	-8	-2	-12	-7	2	-3	1
O=C1NC(=O)C(=Cc2ccc(N3CCOCC3)o2)C(=O)N1	-2	5	-8	1	1	-2	-4	-5	-3
COC(=O)C(O)(c1ccc(NC(=O)NC2CCCCC2)cc1)C(F)(F)F (centres undefined)	1	6	3	2	0	2	0	-1	-3
COc1ccc(O)c(C(C)(C)C)c1	-1	7	17	2	4	1	2	-4	-1
CC(C)c1ccccc1NC1=NCCCS1	1	3	-9	2	-1	-5	-1	7	3
CC(=O)CC(C)(C)n1c[n+](C)nn1	5	5	-5	-2	3	0	2	5	-3
Cc1cc(C)nc(/N=C(\N)c2c(O)[nH]c(=O)[nH]c2=O)n1	6	0	-8	2	7	-2	1	4	6
Cn1cccc1CNCCc1ccccc1	5	·	12	·	-1	1	-1	·	-1
CC(=O)Nc1cc([As](=O)(O)O)ccc1O	0	-3	-35	-1	8	3	-2	0	-7
COc1ccc2c(c1OC)CN1CCc3cc4c(cc3[C@H]1C2)OCO4	2	12	7	0	·	4	0	4	1
CCCCn1c(C)c(C(=O)O)c2cc(OC)ccc21	4	6	19	4	0	0	1	-1	3
O=C1CC2OCC=C3CN4CCC56c7cc([N+](=O)[O-])ccc7N1C5C2C3CC46 (centres undefined)	2	3	-1	-5	5	-2	-2	2	0
Oc1cc2c(cc1CN1CCN(c3ccc(F)cc3)CC1)OCO2	2	0	30	0	8	0	0	4	10
CC(C)[C@]12O[C@H]1[C@@H]1O[C@]13[C@]1(O[C@H]1C[C@H]1C4=C(CC[C@@]13C)C(=O)OC4)[C@@H]2O	6	·	-6	·	5	2	2	·	0
Cc1ccc(OCC(=O)N2CCN(Cc3ccc4c(c3)OCO4)CC2)cc1	5	-4	7	3	9	4	0	8	0
Clc1ccccc1CNC1CN2CCC1CC2 (centres undefined)	-1	4	7	-2	7	-2	-2	-9	-1
Cc1nn(CC(=O)N2CCC3(CC2)OCCO3)c(=O)c2cc3ccccc3n12	-2	13	1	1	6	3	3	-3	4
CC1=CC(=C2C(=O)NC(=O)NC2=O)C=C(C(F)(F)F)N1Cc1ccccc1	2	-5	8	9	3	-6	1	-4	9
O=C(CN1CCOCC1)NCC(=O)Nc1ccc(Br)cc1C(=O)c1ccccc1	-4	5	10	1	2	-12	-2	1	1
C=CCn1c(O)c(N=Nc2c(C)n(C)n(-c3ccccc3)c2=O)c(=O)[nH]c1=S	-1	12	-3	-2	36*	-2	-3	1	1
CC(=O)CC(c1ccccc1[N+](=O)[O-])c1c(O)c2ccccc2oc1=O (centres undefined)	-2	8	-5	-4	8	1	-3	5	1
Cc1cc(C)c(-n2c(O)c(/C=N/NC(=O)c3ccncc3)c(=O)[nH]c2=O)c(C)c1	-2	·	-4	·	3	-5	-6	·	3
Cn1c(=O)[nH]c2nncnc2c1=O	0	5	0	1	29	-15	0	-3	3
CCCCn1c(O)c(C(C)=NC(C)c2ccccc2)c(=O)[nH]c1=O (centres undefined)	7	2	15	3	-3	0	1	6	5
COc1ccccc1-n1c(-c2ccccc2Br)nc2ccccc2c1=O	-4	4	9	2	3	-5	5	2	-6
COC(=O)[C@@H]1C[C@@]1(C)[C@@H](NP(=O)(c1ccccc1)c1ccccc1)c1ccccc1	0	8	48*	4	0	0	2	-4	-7
C=CCn1c(O)c(C(CC)=Nc2ccc(C(=O)O)cc2)c(=O)[nH]c1=O	-5	11	13	7	-3	2	-3	7	2
C=C(C=O)CC1CC(O)[C@]2(C)OC3CC4OC5C[C@]6(C)O[C@]7(C)CCC8OC9C[C@]%10(C)OC%11C(C)=CC(=O)OC%11CC%10OC9C[C@@H](C)C8OC7CC6O[C@]5(C)CC5OC5C4OC3CC2O1 (some centres undefined)	0	0	-5	-7	-1	-14	-3	-7	-3
